# CBFb RUNX1 block = blocks binding between human CBF-beta and RUNX1; Q01196+Q13951; AlphaScreen CBFb-His/RUNX1-biotin binding, biochemical; Potency, µM (highest dose often 59.8 µM), for inactives: at the highest dose activity, negative = inhibition, hits mostly inhibitors; 230,000 tested, under 10 active; also: % of control where 0% means no effect
#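 Bead-based AlphaScreen assay; binding partners His-tagged CBF-beta and biotinylated RUNX1 at 30 nM each. Compound exposure 15 min after a 20-min protein preincubation; bead step 90 min; all steps at room temperature.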
# Epigenetic derep = derepresses silenced GFP reporter in murine cells. murine LDR cells, GFP reporter derepression, 30 h. Potency, µM (top dose mostly 53.9 µM), without a hit: top-dose GFP activation, hits mostly activators. AID 1865. 0.2% of 280,000 active; also: potency is read from the fitted curve at half-maximal effect; % of control where 0% means no effect; nearly all actives have a fitted effect of over 60% in size
#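 GFP-positive cell count by laser-scanning cytometry (objects 20–120 um) after 30 h, 37 C compound exposure of murine LDR cells; reporter is CMV-GFP integrated at a silenced locus, inducible by HDAC or DNMT inhibitors.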
# NPSR antagonist = neuropeptide S receptor (human) antagonism, cAMP. CHO-NPSR cells, cAMP TR-FRET, antagonist mode. Q6W5P4. Potency, µM (series often up to 38.3 µM), for inactives: at the highest dose activity change, negative = inhibition, actives largely listed as inhibitors. 1% of 220,000 active; also: potency is read from the fitted curve at half-maximal effect; % is scaled to controls: 0 for no effect and ±100 for the full control effect; nearly all actives have a fitted effect of over 50% in size; many of its hits are not listed in these tables
# Target sequence (Q6W5P4 whole entry, looked up): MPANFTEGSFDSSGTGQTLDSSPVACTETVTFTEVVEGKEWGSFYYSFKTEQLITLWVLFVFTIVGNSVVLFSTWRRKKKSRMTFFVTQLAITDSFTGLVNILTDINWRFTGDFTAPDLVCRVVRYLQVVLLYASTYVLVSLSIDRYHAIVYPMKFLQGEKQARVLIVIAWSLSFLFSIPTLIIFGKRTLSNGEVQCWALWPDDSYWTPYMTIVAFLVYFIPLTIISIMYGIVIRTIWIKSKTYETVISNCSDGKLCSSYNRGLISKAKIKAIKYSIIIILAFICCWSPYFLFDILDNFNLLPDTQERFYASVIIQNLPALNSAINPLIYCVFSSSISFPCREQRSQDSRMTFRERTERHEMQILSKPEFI
# TexasRed fluor = counter-screen for TRb-SRC2 inhibitors: fluorescence interference. TRb/SRC2 Texas Red total fluorescence interference. Potency, µM (highest dose often 106 µM), without a hit: at the highest dose fluorescence change, negative = quenching. 0.29% of 280,000 active. AID 1479; active = well fitted curve in either direction with a large enough effect; inconclusive = small, poorly fitted or top-dose-only effect; also: potency is read from the fitted curve at half-maximal effect; % is scaled to controls: 0 for no effect and ±100 for the full control effect
#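 Flags fluorescent or light-absorbing compounds by total fluorescence, S + 2P, at 555 nm excitation and 632 nm emission. Mixture: 20 nM Texas Red SRC2 peptide, 0.6 uM human TRb LBD, 1 uM T3, 5% DMSO; compound exposure 5 h at ambient temperature.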
# Tau fluor counter = counter-screen for tau fibril formation inhibitors; tau K18 P301L Alexa594 fluorescence, heparin fibrillization; Potency, µM (titrated, usually from 57.7 µM), for inactives: at the highest dose activity change, negative = decrease; 0.93% of 280,000 active; AID 1463; also: potency is read from the fitted curve at half-maximal effect; % is scaled to controls: 0 for no effect and ±100 for the full control effect; nearly all actives have a fitted effect of over 55% in size
#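 Human tau K18 P301L (15 uM unlabeled, 0.24 uM Alexa 594-labeled) in 100 mM sodium acetate pH 7 with 20 uM heparin, 6 hr at 37 C. ThT 30 uM added, 1 hr ambient; Alexa 594 FP and total fluorescence read at 555/632 nm.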
# TRb SRC2 PPI = inhibitors of human thyroid hormone receptor beta-SRC2 interaction | 0.065% of 280,000 active | AID 1469 | P10828 | Potency, µM (series often up to 106 µM), without a hit: top-dose activity change, negative = inhibition, hits mostly inhibitors | TRbeta-SRC2 peptide binding, fluorescence polarization; receptor liganded with 1 µM T3;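 also: potency is read from the fitted curve at half-maximal effect; plate controls were bound peptide for no effect and peptide without receptor for full effect; nearly all actives have a fitted effect of over 50% in size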
#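 Human TRb ligand-binding domain (0.6 uM) is mixed with 20 nM Texas Red SRC2 peptide and 1 uM T3; after compound addition and 5 hr at ambient temperature, polarization is measured and normalized to unbound and bound controls.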
# Tau FP inhib = tau fibrillization inhibition (FP) | P10636 | K18 P301L tau heparin fibrillization, Alexa594 FP, 6 h | Potency, µM (series often up to 57.7 µM), for the others: at the highest dose activity, negative = inhibition, most hits filed as inhibitors | 0.39% of 280,000 active | AID 1468; also: potency is read from the fitted curve at half-maximal effect; % is scaled to controls: 0 for no effect and ±100 for the full control effect; nearly all actives have a fitted effect of over 55% in size
# Target sequence (P10636 561-689 P618L limits assumed): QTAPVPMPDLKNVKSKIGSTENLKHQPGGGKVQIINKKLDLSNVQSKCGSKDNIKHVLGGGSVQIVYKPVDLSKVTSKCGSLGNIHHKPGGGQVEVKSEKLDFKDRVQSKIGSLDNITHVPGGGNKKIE
#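 Quantitative HTS format: compounds meet 15 uM recombinant K18 P301L tau and Alexa 594-tau tracer in 100 mM sodium acetate pH 7; 20 uM heparin triggers fibrillization at 37 C over 6 hr; FP gives the signal.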
# aGal spleen mod = alpha-galactosidase A (human) modulation; P06280; human spleen homogenate, 4MU-alpha-Gal fluorescence, 40 min; Potency, µM (doses to about 80 µM), for inactives: at the top dose activity change, negative = inhibition, hits mostly inhibitors; 0.008% of 240,000 active; AID 2107;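 also: potency is read from the fitted curve at half-maximal effect; 0% = enzyme with vehicle and -100% = no enzyme basal signal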
# Target sequence (P06280 32-429 limits assumed): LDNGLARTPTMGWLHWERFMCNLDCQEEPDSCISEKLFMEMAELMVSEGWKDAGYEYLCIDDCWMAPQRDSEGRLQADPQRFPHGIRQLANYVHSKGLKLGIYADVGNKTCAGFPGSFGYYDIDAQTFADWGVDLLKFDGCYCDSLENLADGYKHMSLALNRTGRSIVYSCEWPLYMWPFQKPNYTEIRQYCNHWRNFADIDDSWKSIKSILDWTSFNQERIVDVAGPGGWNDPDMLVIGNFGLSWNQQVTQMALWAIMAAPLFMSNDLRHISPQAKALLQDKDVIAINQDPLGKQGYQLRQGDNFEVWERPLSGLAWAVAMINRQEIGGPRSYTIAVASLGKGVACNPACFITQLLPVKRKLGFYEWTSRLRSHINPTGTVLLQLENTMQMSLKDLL
#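 Spleen homogenate 1 ug + cpd (titration) + 4-MU-alpha-D-galactopyranoside 1 mM; 37C 40 min; 50 mM citrate/phosphate pH 5.0, 0.01% Tween-20; stop pH 10; fluorescence 365/440; AC50 via Hill.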
# Numbers without * were called inactive; ? = inconclusive; . = not tested or not shown; [ ] = remark or other dose. Unless noted, calls follow the shape of the dose curve; as a rule, active = well fitted curve in the direction sought with a large enough effect; inconclusive = small, poorly fitted or top-dose-only effect, or another doubt; inactive = no such curve, though single readings can be large; an effect the other way counts as inactive or inconclusive.
# Order of results – CBFb RUNX1 block	Epigenetic derep	NPSR antagonist	TexasRed fluor	Tau fluor counter	TRb SRC2 PPI	Tau FP inhib	aGal spleen mod
COc1cc(C(=O)NC(=S)Nc2cccc(-c3cc4ccccc4oc3=O)c2)cc(OC)c1OC
 : -9%	-1.1%	-8%[46.1 µM]	-8%	-25%	-2%	-9%	12%
CCN(C(=O)CSc1nc2cc(C(=O)OC)ccc2c(=O)n1Cc1ccco1)c1cccc(C)c1
 : -5%	1.4%	-10%[46.1 µM]	-1%	-14%	-22%	-2%	-13%
CC1CCN(S(=O)(=O)c2ccc3c(c2)CCN3C(=O)Nc2ccc(Br)cc2)CC1
 : .	-1.4%	.	-1%	?	5%	?	.
CCOCCCNC(=O)C(c1ccc(Cl)cc1)N1CCC2(CC1)OCCO2 (stereo unspecified)
 : 2%	-0.2%	-14%[46.1 µM]	-1%	-8%	7%	-3%	-1%
O=C1c2c([N+](=O)[O-])cc([N+](=O)[O-])cc2S(=O)N1Cc1ccccc1 (stereo unspecified)
 : 7%	1.3%	13%	-2%	-27%	-11%	?	?
O=C(CCN1C(=O)c2ccccc2C1=O)OCN1C(=O)c2ccccc2C1=O
 : 3%	-0.7%	0%[46.1 µM]	2%	-11%	10%	-5%	1%
O=C1NC(c2ccc(Br)cc2)Nc2sc3c(c21)CCC3 (stereo unspecified)
 : -9%	-1.4%	-7%[46.1 µM]	5%	-22%	2%	?	3%
Cc1ccc(NC(=O)C2C3CCCC2C3c2ccccc2)cc1 (stereo unspecified)
 : 1%	1.3%	6%[46.1 µM]	-10%	-3%	7%	7%	-18%
CCN(CC)C(=O)CSc1nc2ccc(NC(=O)CSc3nnc(COc4ccccc4C)n3C)cc2s1
 : -9%	-2.3%	-22%[46.1 µM]	2%	?	-5%	-6%	-22%
Cc1ccc(S(=O)(=O)N(CC(=O)N2CCC(C(N)=O)CC2)c2cccc(C(F)(F)F)c2)cc1
 : 11%	0.0%	-6%[46.1 µM]	-1%	-3%	3%	-5%	-3%
Cc1ccc(N2CCN(CC(O)COc3ccc([N+](=O)[O-])cc3)CC2)cc1 (stereo unspecified)
 : -13%	-1.1%	-4%	-2%	-28%	0%	13%	-4%
Cc1ccnc(N2C3CCC2CC(O)(c2ccccc2)C3)n1 (stereo unspecified)
 : 2%	2.9%	-18%	0%[53 µM]	-4%	1%[53 µM]	-2%	4%
COc1ccc(NC(=O)CC(c2ccc(F)cc2)c2ccc(OC(C)C)cc2)cc1 (stereo unspecified)
 : 2%	1.0%	-26%	-3%	0%	-1%	-11%	3%
COC(=O)C1=C(C)N(C)C(=S)NC1c1ccc(OC)cc1OC (stereo unspecified)
 : -6%	-2.3%	-1%	3%	-4%	-2%	-7%	0%
Nc1ccc(-c2ccc(N)cc2C(F)(F)F)c(C(F)(F)F)c1
 : 1%	-12%	9%[46.1 µM]	-3%	-23%	6%	9%	?
Cc1cc(O)c(C=O)c2c1C(=O)Oc1c(COC(=O)/C=C/C(=O)O)c(O)c(C(=O)O)c(C)c1O2
 : .	6.4%	.	7.1µM*[quencher]	-33%	?	3.5µM*	7%
Cc1cc2c(c(C)nn2-c2ccccc2)c(=O)o1
 : 4%	-0.7%	1%[46.1 µM]	0%	-5%	-1%	-4%	3%
C/C(Cl)=C\Cn1c(Nc2ccccc2)nc2c1c(=O)n(C)c(=O)n2C
 : -2%	-1.1%	-17%[46.1 µM]	-3%	-24%	-5%	6%	-5%
Cc1cccc(Cl)c1NNC(=O)Nc1c([N+](=O)[O-])c(C)nn1C
 : 3%	-1.8%	-2%	0%	-28%	0%	0%	9%
COCCNC(=O)CC(=O)N/N=C/c1ccc(C(=O)OC)cc1
 : 5%	0.0%	4%	-2%	-2%	-5%	?	5%

# Shown tab-delimited: entries from further up.
smiles	CBFb RUNX1 block	Epigenetic derep	NPSR antagonist	TexasRed fluor	Tau fluor counter	TRb SRC2 PPI	Tau FP inhib	aGal spleen mod
COc1cc(C(=O)NC(=S)Nc2cccc(-c3cc4ccccc4oc3=O)c2)cc(OC)c1OC	-9%	-1.1%	-8%[46.1 µM]	-8%	-25%	-2%	-9%	12%
CCN(C(=O)CSc1nc2cc(C(=O)OC)ccc2c(=O)n1Cc1ccco1)c1cccc(C)c1	-5%	1.4%	-10%[46.1 µM]	-1%	-14%	-22%	-2%	-13%
CC1CCN(S(=O)(=O)c2ccc3c(c2)CCN3C(=O)Nc2ccc(Br)cc2)CC1	.	-1.4%	.	-1%	?	5%	?	.
CCOCCCNC(=O)C(c1ccc(Cl)cc1)N1CCC2(CC1)OCCO2 (stereo unspecified)	2%	-0.2%	-14%[46.1 µM]	-1%	-8%	7%	-3%	-1%
O=C1c2c([N+](=O)[O-])cc([N+](=O)[O-])cc2S(=O)N1Cc1ccccc1 (stereo unspecified)	7%	1.3%	13%	-2%	-27%	-11%	?	?
O=C(CCN1C(=O)c2ccccc2C1=O)OCN1C(=O)c2ccccc2C1=O	3%	-0.7%	0%[46.1 µM]	2%	-11%	10%	-5%	1%
O=C1NC(c2ccc(Br)cc2)Nc2sc3c(c21)CCC3 (stereo unspecified)	-9%	-1.4%	-7%[46.1 µM]	5%	-22%	2%	?	3%
Cc1ccc(NC(=O)C2C3CCCC2C3c2ccccc2)cc1 (stereo unspecified)	1%	1.3%	6%[46.1 µM]	-10%	-3%	7%	7%	-18%
CCN(CC)C(=O)CSc1nc2ccc(NC(=O)CSc3nnc(COc4ccccc4C)n3C)cc2s1	-9%	-2.3%	-22%[46.1 µM]	2%	?	-5%	-6%	-22%
Cc1ccc(S(=O)(=O)N(CC(=O)N2CCC(C(N)=O)CC2)c2cccc(C(F)(F)F)c2)cc1	11%	0.0%	-6%[46.1 µM]	-1%	-3%	3%	-5%	-3%
Cc1ccc(N2CCN(CC(O)COc3ccc([N+](=O)[O-])cc3)CC2)cc1 (stereo unspecified)	-13%	-1.1%	-4%	-2%	-28%	0%	13%	-4%

# Carrying on:
# Order of results – CBFb RUNX1 block	Epigenetic derep	NPSR antagonist	TexasRed fluor	Tau fluor counter	TRb SRC2 PPI	Tau FP inhib	aGal spleen mod
CCOc1cc(NC(=O)C2CC2)c(OCC)cc1NC(=O)c1cccnc1
 : 7%	-0.2%	12%[46.1 µM]	-3%	-1%	1%	5%	-9%
CCOc1ccc(NC(=O)CSc2nc(-c3cccs3)cc(C(F)(F)F)n2)c([N+](=O)[O-])c1
 : -13%	3.5%	5%	0%	-15%	1%	-6%	-6%
Cc1cc(Cl)ccc1N(CC(=O)NCCSCc1ccco1)S(C)(=O)=O
 : 5%	0.0%	13%	-1%	-25%	-2%	?	2%
Cc1ncsc1C(=O)N1CCCC(CNS(=O)(=O)c2cccs2)C1 (stereo unspecified)
 : 5%	-4.0%	-10%	1%	-6%	9%	1%	12%
CC(Oc1ccc(Cl)cc1)c1ccnn1S(=O)(=O)c1ccc(Cl)cc1 (stereo unspecified)
 : ?	0.6%	-17%[46.1 µM]	0%	-29%	-4%	-2%	-2%
CCOC(=O)CCNC(=O)CCNC(=O)C(c1ccccc1)c1ccccc1
 : 12%	-1.4%	10%	1%	5%	-1%	12%	4%
COc1ccc(NC(=O)COC(=O)CNS(=O)(=O)c2ccc(C)cc2)c(OC)c1
 : -1%	-3.2%	11%	-2%	-3%	2%	-1%	-3%
COc1ccc(N2CCN(C(=O)CCC(=O)c3cc(C)sc3C)CC2)cc1
 : ?	-2.6%	-2%	-2%	-1%	1%	1%	-8%
CC(C)Nc1oc(-c2ccccc2)nc1-c1cccc2ccccc12
 : -5%	-1.1%	.	-2%	-8%	2%	-9%	1%
CCOCCCNC(=O)c1ccc2c(=O)n(CCc3ccccc3)c(=O)[nH]c2c1
 : .	0.2%	.	-1%	-5%	-4%	-4%	.
CCOC(=O)c1nc(C)n(-c2ccc(Cl)cc2Cl)n1
 : -7%	-5.5%	-7%[46.1 µM]	4%	-16%	0%	-5%	6%
c1ccc2c(Cn3ccnc3)c[nH]c2c1
 : 2%	-1.1%	-1%[46.1 µM]	-3%	3%	-3%	3%	-2%
CCOC(=O)C1(Cc2ccc(OC)cc2)CCN(C(=O)C2CC(=O)N(C3CC3)C2)CC1 (stereo unspecified)
 : -2%	2.1%	-6%	3%	-1%	-4%	2%	-1%
Cc1nn2cc(-c3ccc(Cl)cc3)nc2s1
 : 4%	-1.1%	-8%[46.1 µM]	-4%	-8%	-8%	-8%	0%
ClCCN1C2=NCCCN2c2ccccc21
 : -1%	1.7%	21%	0%	8%	-7%	8%	-14%
O=C1/C(=C/Nc2ccc3c(c2)OCO3)CCc2ccccc21
 : -6%	-0.2%	-9%[46.1 µM]	-2%	7.9µM*[quencher]	-6%	?	21%
O=C(NCc1ccccc1)C12CC3CC(CC(Cl)(C3)C1)C2
 : 6%	1.2%	-46%	0%	-8%	2%	3%	-3%
CCOc1cc(/C=N/NC(=O)CNc2cccc(C)c2)ccc1OC(=O)c1ccccc1
 : -13%	9.3%	-15%[46.1 µM]	-1%	14µM*[quencher]	-6%	10%	-3%
Cc1c(-c2nc(-c3ccc(C(F)(F)F)cc3)no2)n(C)oc1=O
 : 12%	8.5%	-12%	-3%	-7%	-5%	1%	8%
Cc1cc(NC(=O)CSCC(=O)N(c2cccc(Cl)c2)C(C(=O)NC2CCCCC2)c2ccc(O)c(O)c2)no1 (stereo unspecified)
 : -9%	0.0%	-18%	2%	-19%	8%	7%	8%
Cc1ccc2nsnc2c1N(S(C)(=O)=O)S(C)(=O)=O
 : 4%	1.2%	-10%[46.1 µM]	-1%	-2%	-3%	1%	-9%
NC(CSCSCC(N)C(=O)O)C(=O)O (stereo unspecified)
 : .	-1.4%	.	2%	-1%	2%	-7%	3%
COC(=O)c1c(-c2ccccc2)csc1NC(=O)CSc1ncnc2sc(C)c(C)c12
 : -1%	0.0%	4%[46.1 µM]	-4%	-7%	-4%	-7%	-2%

# High-throughput results as filed in PubChem.

# These rows are one share of the data (hit frequency here may not be typical).
